CHRM5 agonist = CHRM5 agonism in calcium assay; P08912; CHO-K1 hM5 cells, Fluo-8 calcium fluorescence; 0% DMSO wells, 100% maximal acetylcholine response; activation, % at 3 µM; 360,000 tested, 0.19% active;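 active = activation above the run's mean over test compounds plus 3 SD, cut at about 23% in these data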;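 also: signal is peak over basal fluorescence ratio across the kinetic read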
TAAR1 antagonist = antagonists of human TAAR1; Q96RJ0; CHO RD-HGA16 TAAR1, Fluo-8 calcium fluorescence, antagonist; inhibition, % at 3 µM; 360,000 tested, 1.5% active; AID 624466;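 active = inhibition above a per-plate cutoff, the mean inhibition of test compounds on that plate plus 3 SD, cut at about 49% in these data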;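 also: 0% = DMSO plus EC80 beta-PEA response and 100% = DMSO alone without agonist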
Target sequence (Q96RJ0 whole entry, looked up): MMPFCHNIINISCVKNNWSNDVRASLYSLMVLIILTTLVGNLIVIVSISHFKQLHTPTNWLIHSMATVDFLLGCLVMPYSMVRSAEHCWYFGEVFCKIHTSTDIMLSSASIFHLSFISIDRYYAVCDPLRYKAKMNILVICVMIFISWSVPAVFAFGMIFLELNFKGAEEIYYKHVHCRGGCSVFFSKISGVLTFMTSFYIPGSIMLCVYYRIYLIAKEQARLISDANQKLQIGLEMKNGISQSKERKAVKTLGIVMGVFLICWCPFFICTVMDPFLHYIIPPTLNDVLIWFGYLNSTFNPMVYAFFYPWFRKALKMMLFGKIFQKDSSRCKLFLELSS
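Test system: hTAAR1-expressing CHO RD-HGA16 cells, Gα16-coupled; Probe or stimulus: EC80 β-phenethylamine stimulus; Compound dosing: single nominal final test compound concentration of 3 µM; Timing: 140 s kinetic read after compound, 140 s after agonist; Signal: Fluo-8 calcium-sensitive fluorescence; Measure: % inhibition of agonist calcium response; Controls: DMSO and EC80 PEA controls.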
CHO-K1 Ca PAM = nonselective activator or artifact in parental CHO-K1 calcium assay | activation, % at 3 µM | 360,000 tested, 0.02% active | AID 602247 | ATP EC20, Fluo-8 calcium fluorescence; 0% at ATP EC20, 100% at ATP max;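 active = activation above the run cutoff, the mean activation of all test compounds plus 3 SD, cut at about 40% in these data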;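 also: peak over basal fluorescence ratio in a 140 s read after ATP addition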
TAAR1 ag = human TAAR1 agonism; Q96RJ0; CHO RD-HGA16 TAAR1, Fluo-8 calcium fluorescence; vehicle wells 0%, saturating PEA agonist 100%; activation, % at 3 µM; 360,000 tested, 0.99% active; AID 624467;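 active = activation above the mean activation of all test compounds in the run plus 3 SD, cut at about 38% in these data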
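Signal – calcium-sensitive Fluo-8 signal, excitation 470-495, emission 515-575 nm · System – RD-HGA16 (CHO) cells co-expressing Gα16 and hTAAR1 · Incubation – 17-24 h seeding, 75 min 37 °C dye, 30 min RT · Compound dosing – 3 µM single concentration · Repeats – no replicates (n 1)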
CRFR2-BP ag = CRF-BP/CRF-R2 complex agonism | HEK293 CRF-R2/CRF-BP, calcium dye fluorescence (FLIPR); percent of saturating CRF peptide response | activation, % at 13.2 µM | 350,000 tested, 0.46% active | AID 588473;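 active = activation of at least 50%, plus an integration ratio under a set limit after plate pattern correction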;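 also: plate controls were neutral control wells without compound for no effect and CRF at EC100 for full effect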
CHRM5 antagonist = antagonists of human muscarinic M5 receptor (CHRM5) | 360,000 tested, 0.59% active | CHO-hM5 cells, Fluo-8 calcium fluorescence, ACh EC80 | P08912 | AID 624040 | inhibition, % at 3 µM;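 active = inhibition above a per-plate cutoff, the mean of that plate's test compounds plus 3 SD, cut at about 27% in these data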;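 also: 0% = acetylcholine EC80 with DMSO and 100% = DMSO without agonist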
CHRM4 PAM = CHRM4 positive allosteric modulation | P08173 | CHO-K1 hM4/Gqi5, Fluo-8 calcium fluorescence, ACh EC20; 0% = ACh EC20, 100% = maximal ACh | activation, % at 3 µM | 360,000 tested, 0.4% active | AID 624126;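 active = activation above its plate's cutoff, the mean activation of sample wells plus 3 SD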; also: some results filed as inactive read as strong as hits
Target sequence (P08173 whole entry, looked up): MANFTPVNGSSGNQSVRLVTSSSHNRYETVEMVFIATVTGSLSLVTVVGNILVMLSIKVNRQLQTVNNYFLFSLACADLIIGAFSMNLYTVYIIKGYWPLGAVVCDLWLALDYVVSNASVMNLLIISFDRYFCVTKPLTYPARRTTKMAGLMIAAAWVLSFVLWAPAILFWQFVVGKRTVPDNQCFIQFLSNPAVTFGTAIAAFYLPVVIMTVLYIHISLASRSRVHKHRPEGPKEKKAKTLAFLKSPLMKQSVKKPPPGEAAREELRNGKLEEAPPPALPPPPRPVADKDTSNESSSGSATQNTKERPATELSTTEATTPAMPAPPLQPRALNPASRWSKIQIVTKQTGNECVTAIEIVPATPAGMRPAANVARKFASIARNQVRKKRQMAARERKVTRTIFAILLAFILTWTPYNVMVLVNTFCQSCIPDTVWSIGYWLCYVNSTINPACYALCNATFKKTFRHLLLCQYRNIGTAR
CRFR2-BP antag = CRF-BP/CRF-R2 complex antagonism | HEK293 CRF-R2/CRF-BP, CRF-induced calcium fluorescence | inhibition, % at 11.8 µM | 350,000 tested, 0.59% active | AID 588475;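 active = inhibition of the ligand-induced calcium signal above about 50% at the single tested concentration, limit read from the data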
M5 PAM = CHRM5 positive allosteric modulation; activation, % at 3 µM; CHO-K1 hM5, Fluo-8 calcium, ACh EC20 PAM; 0% = ACh EC20, 100% = ACh EC100; P08912; 360,000 tested, 0.3% active;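 active = activation above the run cutoff, the mean activation of all test compounds plus 3 SD, cut at about 18% in these data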
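System: CHO-K1 cell line with stable human muscarinic M5 receptor expression | Also added: EC20 acetylcholine as agonist stimulus | Compound: One concentration, 3 µM final (nominal) | Timing: Fluo-8 loading 80 min at 37 °C plus 30 min room temperature | Measured by: Fluo-8 calcium dye fluorescence, kinetic read | Read-out basis: % activation, ACh-normalized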
An asterisk follows results filed as active; . = not tested or not shown.

SMILES | CHRM5 agonist | TAAR1 antagonist | CHO-K1 Ca PAM | TAAR1 ag | CRFR2-BP ag | CHRM5 antagonist | CHRM4 PAM | CRFR2-BP antag | M5 PAM
CC(C)Nc1ncnc2c1ncn2[C@H]1CN(Cc2ccc(Cl)cc2)C[C@@H](CO)O1 | 0.4 | -9.3 | 8.0 | 2.5 | . | 7.3 | 3.4 | . | -5.2
COc1ccc(-c2coc3cc(OC)cc(O)c3c2=O)cc1 | 0.6 | -1.8 | 16.2 | 11.3 | -1.2 | 7.3 | 2.5 | 18.3 | -2.3
CC(C)O/C(=N\S(=O)(=O)c1ccc(Cl)cc1)c1ccccc1 | 0.2 | -5.1 | 0.4 | 1.6 | -2.8 | 3.8 | 6.0 | -9.2 | 1.6
COc1ccc(CCNc2cc(-c3ccccc3)nc3ncnn23)cc1 | 1.1 | 13.2 | 2.7 | 28.6 | 1.4 | 13.9 | -1.7 | 8.5 | -20.0
CCOC(=O)C1CCCN(Cc2ccccc2OCC)C1 (stereo unspecified) | -7.3 | 9.2 | 16.6 | 2.7 | -0.3 | 13.8 | 1.7 | 9.7 | -5.0
O=C(COC(=O)c1ccc(Br)o1)Nc1ccc(S(=O)(=O)N2CCCC2)cc1 | -5.0 | 4.0 | -4.8 | 5.8 | 1.2 | -2.1 | -4.3 | -16.3 | -7.9
CC1Cc2nc(SCC(=O)N3CCN(c4ccccc4)CC3)n(CCc3ccccc3)c(=O)c2S1 (stereo unspecified) | -0.6 | 52.0* | 17.9 | 1.3 | -1.1 | 16.6 | -9.0 | 29.5 | -18.1
CCOc1ccccc1CN1CCNC(=O)C1CC(=O)NCc1nccn1CC (stereo unspecified) | -1.1 | -16.1 | -9.1 | 0.5 | -1.0 | -11.9 | 4.7 | 9.0 | 8.4
COc1ccc(S(=O)(=O)N2CCOCC2)cc1NC(=O)COC(=O)CC1CC2CCC1C2 (stereo unspecified) | 16.2 | 9.0 | -18.4 | 3.8 | 0.4 | 10.0 | -3.9 | -18.0 | -3.3
Cc1ccccc1OCc1nnc(SCC(=O)O)n1-c1cccc(Cl)c1 | -1.5 | -2.4 | 7.2 | 5.3 | -2.1 | 1.4 | -1.3 | -2.5 | -2.3
CC1Cc2ccccc2N1C(=O)c1cc2c(=O)n3ccccc3nc2n1C (stereo unspecified) | 2.1 | 56.3* | 3.7 | 16.6 | -1.6 | 17.9 | -8.4 | -20.7 | -21.9
Cn1c(CCNC(=O)c2ccccc2Cl)n[nH]c1=S | 0.1 | 0.4 | 7.4 | 16.4 | -1.6 | -0.6 | 0.8 | 5.8 | 2.4
COc1ccc(C(CCNC(C)c2ccccc2)C(C)C)cc1 (stereo unspecified) | -1.6 | -10.1 | -4.1 | 11.5 | 3.6 | 10.4 | -14.0 | -27.6 | 0.8
O=C(COC(=O)CCCNC(=O)c1ccc(Cl)cc1)Nc1cc(Cl)ccc1Cl | -0.6 | 2.4 | -6.0 | 9.1 | -0.6 | 4.9 | 3.7 | 7.1 | -3.2
CCc1c(C)sc2nc(C(C)C)nc(SCC(=O)N3CCc4ccccc4C3)c12 | . | -22.3 | . | 0.2 | 5.5 | . | . | -22.9 | .
Cc1cc(NC(=O)COC(=O)c2ccc(C)c(C)c2)no1 | 1.0 | 2.5 | -1.2 | 2.1 | 0.5 | 9.1 | 1.8 | -15.8 | 5.9
CN1CCC(N(C)S(=O)(=O)c2ccc(NC(=O)COc3ccc(F)cc3)cc2)CC1 | -1.6 | -0.6 | -2.4 | 6.8 | -0.4 | 5.8 | 0.7 | -0.7 | 2.5
CCOC(=O)c1c(C)c(C(=O)NC(C)COC)c(C)n1CC (stereo unspecified) | -1.9 | . | 16.0 | . | -4.5 | 1.6 | -1.6 | -8.9 | -1.5
CN(C)c1ccc(P(=O)(Nc2ccc([N+](=O)[O-])cc2)N2CCOCC2)c(NC(=O)c2cccs2)c1 (stereo unspecified) | -0.3 | -0.2 | 20.5 | 2.3 | -0.8 | 1.7 | 11.7 | -4.8 | 2.4
Cc1cc2oc(=O)cc(CN3CCC(C)CC3)c2cc1C | -5.2 | -3.3 | 15.8 | 10.5 | -6.9 | -0.4 | -6.2 | -16.4 | -2.7
O=C(COC(=O)CC1CCCC1)Nc1ccc(Cl)cn1 | -0.9 | 6.5 | 3.1 | 1.8 | -0.2 | 4.9 | 2.3 | -12.7 | -5.4
Clc1cccc(OCCN2CCNCC2)c1 | -1.4 | -4.0 | 0.8 | 3.9 | -0.7 | -9.6 | 1.6 | 0.6 | 4.2
CC1CCN(CC[C@H]2CCCN2S(=O)(=O)c2cccc(O)c2)CC1 | -1.3 | 13.7 | -9.6 | -0.1 | -3.4 | 0.8 | -16.5 | 24.8 | -9.4
COc1cc(NC(=O)c2ccccc2)c(OC)cc1NC(=O)Cc1ccccc1 | 1.3 | -18.0 | 17.6 | -2.3 | -1.6 | 4.7 | -5.4 | -0.7 | 8.9
CCOc1ccc(C(=O)/C=C/c2ccccc2C(F)(F)F)cc1 | -1.2 | 7.1 | 9.4 | 23.3 | -0.9 | 6.9 | 0.3 | 8.5 | -7.8
Additional structures follow.
SMILES | CHRM5 agonist | TAAR1 antagonist | CHO-K1 Ca PAM | TAAR1 ag | CRFR2-BP ag | CHRM5 antagonist | CHRM4 PAM | CRFR2-BP antag | M5 PAM
COC(=O)c1ccc2c(CCO)c[nH]c2c1 | 5.0 | -7.5 | 17.7 | 12.9 | 0.3 | 0.5 | 12.6 | -6.7 | 0.2
COc1ccc(Br)c(C(=O)OCc2cc(=O)oc3cc(C)ccc23)c1 | -2.7 | 5.5 | 21.6 | -2.8 | 1.0 | 10.8 | -2.2 | -11.5 | 2.4
CC1(C)CC(NC(=O)c2ccccc2)CC(C)(C)N1 | 9.0 | -1.2 | 11.0 | 1.9 | 5.4 | -22.7 | 3.2 | 3.6 | 6.0
CN1CCN(S(=O)(=O)c2ccc(NC(=O)c3ccc(Br)s3)cc2)CC1 | -4.7 | 10.9 | 4.7 | 9.1 | -0.4 | -5.0 | 11.7 | -25.0 | -3.6
C[C@@]12C(=O)N(CCc3c[nH]c4ccccc34)CC(=O)N1[C@H]1c3ccccc3OC[C@@H]1[C@@H]2c1ccccc1 | 0.5 | 15.2 | -4.7 | 11.3 | 1.2 | 13.9 | 5.8 | -21.6 | -4.3
O=C(c1cc(C2CC2)on1)N1CCCC(N2CCN(c3ccc(F)cc3)CC2)C1 (stereo unspecified) | -3.2 | -28.9 | 5.1 | 1.8 | 1.7 | -4.9 | -0.2 | -4.0 | 0.4
Cc1cc(C)cc(N2CC(c3nc4ccccc4n3C)CC2=O)c1 (stereo unspecified) | 2.0 | -3.6 | 8.7 | 4.9 | -2.1 | 5.1 | -3.4 | 6.7 | -0.5
O=C(Cc1ccc(-n2cnnn2)cc1)NC12CC3CC(CC(C3)C1)C2 | -1.0 | 5.3 | 13.7 | 8.7 | 3.4 | -2.4 | -10.1 | -45.4 | -6.3
CCOCC(O)CNC(=O)c1ccc(OC2CCN(C(=O)c3cccnc3)CC2)cc1 (stereo unspecified) | 0.5 | -5.2 | 7.2 | 0.8 | 1.5 | 0.8 | 1.6 | 12.8 | 5.0
Cc1nn(CC2CC2)c(=O)n1-c1ccc(C(C)C)cc1 | -2.1 | -7.8 | 10.3 | 2.4 | -4.4 | -11.7 | 13.8 | 4.9 | 13.9
Cn1nnc(NC(=S)NC(=O)c2ccccc2)n1 | -0.6 | -35.0 | 16.2 | 0.4 | -0.3 | -6.5 | 22.4 | -3.9 | 2.9
CCOC(=O)c1ccc(NS(=O)(=O)c2ccc3c(c2)CCCN3C(C)=O)cc1 | 2.8 | 13.2 | 15.4 | 12.4 | -2.5 | 10.1 | 1.3 | 6.7 | -1.8
COc1ccc(NC(=O)c2c(-c3c(Cl)cccc3Cl)noc2C)cn1 | -2.2 | -14.3 | -1.6 | 3.4 | -5.6 | -17.6 | -3.3 | 13.2 | -1.0
CCc1n[nH]c(=S)n1N=C1CCC(C)CC1 (stereo unspecified) | 2.5 | -18.0 | 4.0 | 1.3 | 1.2 | 9.2 | 1.8 | -3.8 | -2.8
CCn1c(SCC(=O)N2CC(C)OC(C)C2)nc2c([nH]c3ccccc32)c1=O (stereo unspecified) | -3.1 | -0.2 | 20.6 | 0.6 | -0.2 | 4.6 | 2.4 | 11.3 | -1.6
N#Cc1cc([N+](=O)[O-])cnc1N(CCO)CCO | -0.2 | 1.1 | 5.3 | 0.1 | -0.1 | 6.2 | 0.2 | 2.6 | -2.5
Cn1ccnc1Sc1cc(Cl)ccc1[N+](=O)[O-] | -4.6 | 5.4 | -1.6 | 2.3 | -3.2 | 8.3 | -0.9 | -10.7 | -6.4
O=S(=O)(c1ccc(SCc2ccc(Br)cc2)nc1)N1CCOCC1 | 1.4 | 30.3 | 4.4 | 5.3 | 4.8 | -8.4 | 3.2 | 15.1 | -9.7
COc1ccc(N2CCN(C(=O)c3oc4ccccc4c3NC(=O)Cc3cccc(OC)c3)CC2)cc1 | -2.5 | -4.8 | 20.1 | -1.8 | 1.2 | -6.5 | -9.4 | -10.7 | -2.1
CC(=O)CC1c2cc(F)ccc2C=C(c2ccsc2)N1c1ccc(-c2ccc(C(N)=O)cc2)cc1 (stereo unspecified) | 0.4 | 8.0 | -6.4 | 1.2 | . | 4.4 | -5.1 | . | -4.4
Cc1ccc(-c2ccc(=O)n(Cc3c(F)cccc3Cl)n2)cc1 | -4.4 | 3.8 | -4.2 | 5.7 | -0.7 | 6.7 | -7.6 | -7.7 | -4.6
O=C(Nc1nnc(-c2ccc3c(c2)CCCC3)o1)C1COc2ccccc2O1 (stereo unspecified) | -0.5 | -3.8 | -10.3 | 6.7 | 10.4 | 2.1 | -6.7 | 14.5 | -3.8
CCCCCC1CC(=O)C=C(C)C1C(=O)OC (stereo unspecified) | -1.7 | -13.0 | 11.6 | 0.4 | 0.4 | 1.4 | -1.3 | 4.6 | 2.5

Single records, as listed above. Order of values: CHRM5 agonist	TAAR1 antagonist	CHO-K1 Ca PAM	TAAR1 ag	CRFR2-BP ag	CHRM5 antagonist	CHRM4 PAM	CRFR2-BP antag	M5 PAM
COC(=O)c1ccc2c(CCO)c[nH]c2c1 as listed: 5.0	-7.5	17.7	12.9	0.3	0.5	12.6	-6.7	0.2
O=C(c1cc(C2CC2)on1)N1CCCC(N2CCN(c3ccc(F)cc3)CC2)C1 (stereo unspecified) as listed: -3.2	-28.9	5.1	1.8	1.7	-4.9	-0.2	-4.0	0.4
Cc1nn(CC2CC2)c(=O)n1-c1ccc(C(C)C)cc1 as listed: -2.1	-7.8	10.3	2.4	-4.4	-11.7	13.8	4.9	13.9
N#Cc1cc([N+](=O)[O-])cnc1N(CCO)CCO as listed: -0.2	1.1	5.3	0.1	-0.1	6.2	0.2	2.6	-2.5

From PubChem BioAssay
